MITF primary = human MITF inhibition, primary screen. AlphaScreen MITF homodimerization, bead proximity signal. hit rate 0.91% among 650,000. AID 1259374. inhibition, % at 2.6 µM; in the data active means inhibition above about 50%;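 further: 0% = vehicle wells with protein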
GPR151 activ = activates the human receptor GPR151; Q8TDV0; PathHunter beta-arrestin GPR151 cells, luminescence; activation, % at 11.2 µM; hit rate 1% among 650,000; in the data active means activation above about 4.9%;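 further: 0% = median of compound wells and 100% = cells with positive control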
TEAD-YAP block = TEAD-YAP interaction inhibition; HEK-TIYL cells, TEAD-Gal4/YAP UAS-luciferase luminescence; inhibition, % at 9.12 µM; hit rate 1.4% among 640,000; in the data active means inhibition above about 32%;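 further: 0% = median of test compound wells and 100% = reference inhibitor wells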
FBW7 act = human FBW7 E3 ligase activation, primary screen; normalized activity (activation), % at 26.1 µM; Q969H0; AID 1259310; AlphaScreen FBW7–phospho-cyclin E peptide binding, activator screen; hit rate 0.13% among 650,000; in the data active means normalized activity above about 1.9%;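 further: purified mutant Fbw7 with reduced substrate affinity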
Target sequence (Q969H0 whole entry, looked up): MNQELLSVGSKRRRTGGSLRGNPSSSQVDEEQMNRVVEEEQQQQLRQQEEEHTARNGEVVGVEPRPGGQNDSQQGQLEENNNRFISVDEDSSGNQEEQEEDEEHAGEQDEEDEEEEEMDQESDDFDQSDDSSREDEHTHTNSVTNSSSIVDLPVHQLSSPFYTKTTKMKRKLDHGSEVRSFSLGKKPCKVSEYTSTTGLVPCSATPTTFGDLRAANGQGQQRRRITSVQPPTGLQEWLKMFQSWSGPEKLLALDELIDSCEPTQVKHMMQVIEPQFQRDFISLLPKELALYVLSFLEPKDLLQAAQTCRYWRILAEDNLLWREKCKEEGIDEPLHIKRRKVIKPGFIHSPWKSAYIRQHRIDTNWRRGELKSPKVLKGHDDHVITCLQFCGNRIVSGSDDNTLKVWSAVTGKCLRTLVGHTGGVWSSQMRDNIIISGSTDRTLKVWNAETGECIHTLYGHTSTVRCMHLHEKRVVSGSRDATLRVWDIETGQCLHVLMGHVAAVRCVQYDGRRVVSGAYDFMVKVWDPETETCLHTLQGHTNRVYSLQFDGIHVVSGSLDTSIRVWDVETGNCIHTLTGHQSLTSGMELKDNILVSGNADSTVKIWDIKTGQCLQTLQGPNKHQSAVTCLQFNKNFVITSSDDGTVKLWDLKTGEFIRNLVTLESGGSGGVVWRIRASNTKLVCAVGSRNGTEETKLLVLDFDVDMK
Starred values were filed as active, the others as inactive; i = inactive; x = not tested or not shown; & = joins results of further samples.

SMILES	MITF primary	GPR151 activ	TEAD-YAP block	FBW7 act
CCOC(=O)c1ccc(-c2ccc(/C=C3\C=C(c4ccccc4)N(c4ccc(N(C)C)cc4)C3=O)o2)cc1	5	-1.6	-3	0.2
Cn1c(=O)c2c(nc3n(CCc4ccccc4)c(C45CC6CC(CC(C6)C4)C5)cn23)n(C)c1=O	-8	-0.6	5	-0.1
COc1cc(NC(=O)Cn2c(-c3ccc(F)cc3)cc(C(C)=O)c2C)cc(OC)c1	-11	0.7	0	0.0
COc1cccc(CSCC(=O)NCc2ccccc2Cl)c1OC	1	1.0	-8	-0.1
CC1CC(C)CN(CCCOc2ccccc2[N+](=O)[O-])C1 (centres undefined)	20	1.2	15	0.0
CCOC(=O)c1sc(N2C(=O)C(=O)/C(=C(/O)c3ccccc3)C2c2ccc(O)cc2)nc1C (centres undefined)	16	-0.2	2	0.4
O=C(NCCc1ccccc1)c1cccc(C(F)(F)F)c1	-6	-0.3	-7	-0.1
O=C(CCCOc1ccc(Cl)cc1)NCC1CCCO1 (centres undefined)	-9	0.3	15	-0.1
CN(CC(=O)Nc1cccc(F)c1)CC(=O)Nc1ccc2c(c1)OC(F)(F)O2	-7	-1.7	14	0.6
Cc1ccccc1NC(=O)C(=O)N/N=C/c1ccccc1O	52*	0.7	2	-0.3
Cc1ccc2nc(-c3cccnc3)cc(C(=O)Nc3ccc(CC(=O)O)cc3)c2c1	-4	0.0	2	0.0
C=Cn1c(C(=O)O)ccc1-c1ccc(CC)cc1	0	-1.3	-9	-0.2
O=C1CCC(CCC(=O)N2CCN(c3ccccc3F)CC2)(Cc2ccco2)N1 (centres undefined)	15	-0.6	2	1.3
CCCn1ncc(C)c1NC(=O)Cn1nc2c3ccccc3nc(C(C)C)n2c1=O	-3	-0.8	-4	-0.2
Cc1ccc(S(=O)(=O)N2CCc3cc(NC(=O)c4cccs4)ccc32)cc1	-17	-0.7	-16	0.1
CCC(C)C(=O)NCCc1ccc(S(N)(=O)=O)cc1 (centres undefined)	5	2.3	10	-0.1
Cc1ccc(C(=O)Oc2cc(N)n(S(C)(=O)=O)n2)cc1	3	-0.3	-3	0.1
O=C(Nc1ccc(N2CCOCC2)cc1)c1ccnc(-c2cccs2)c1	35	0.1	3	0.0
CC12CCC(=O)N1C(C(=O)OCC(=O)NNC(=O)c1cccs1)CS2 (centres undefined)	6	0.5	-9	-0.1
COc1cc(SC)ccc1C(=O)NNC(=O)C12CC3CC(CC(C3)C1)C2	3	-0.2	-1	0.5
O=C(NCCO)/C(=C\c1cccc([N+](=O)[O-])c1)NC(=O)c1ccc(Br)o1	-8	0.0	0	-0.4
O=C(NC1(C(F)(F)F)NC(=O)N(C2CCCCC2)C1=O)c1ccc(Cl)cc1 (centres undefined)	21	-1.7	2	0.3
COc1ccc(CN2CCN(Cc3cccn3-c3cccnc3)CC2CCO)c(F)c1 (centres undefined)	10	-1.6	9	-0.2
COc1ccc(N/C(=N\c2nc(C)cc(C)n2)NC(=O)Cc2ccc(OC)c(OC)c2)cc1	1	0.0	-4	0.0
COc1cc(Nc2cc(Nc3cnccn3)ncn2)cc(OC)c1OC	6	0.2	-9	0.0
CC(C)NC(=O)c1cc(-c2ccc(Cl)cc2Cl)on1	3	-0.8	-54	-0.1
COC(=O)c1ccccc1NS(=O)(=O)c1cc2c3c(c1)CCC(=O)N3CCC2	-6	0.4	-2	-0.1
CCCc1nnc(SCC(=O)NC2CC2)n1CC	27	-1.2	-8	1.2
O=S(=O)(c1ccccc1Cl)N1CCCC(c2nc(-c3cccnc3)no2)C1 (centres undefined)	11	0.4	4	1.1
COc1ccc(Cl)cc1NC(=O)CN1CCC(n2nnc3cc(F)ccc32)CC1	-4	0.4	-1	0.0
CC(=O)N1CCC2(CC1)OCc1cc(-c3cccc(F)c3)ccc1O2	10	0.2	-13	0.1
Cc1ccc(N2C(=O)C3C(C2=O)C2C=CC3C23CC3)c([N+](=O)[O-])c1 (centres undefined)	-3	-0.4	6	0.4
Fc1cccc(F)c1CN1CCN(c2ncccn2)CC1	-2	0.3	5	-0.1
CCOc1ccc(N/C=C2/CCCCC2=O)cc1	4	-1.5	-44	0.1
CCN(C(=O)Cn1nc(C(=O)O)c2ccccc2c1=O)c1cccc2ccccc12	1	-1.2	-2	0.0
Fc1ccccc1C1CN(Cc2cccnc2)Cc2ccccc2O1 (centres undefined)	12	1.0	-6	-0.1
COC(=O)N1CCN(CCNC(=O)C2(c3ccccc3)CCOCC2)CC1	8	1.8	7	0.0
CCCCOc1ccc(C(=O)NC(=S)NCc2cccnc2)cc1	16	0.3	5	0.2
CCC(C)NC(=O)CCNC(=O)c1ccc(OC)c(OC)c1 (centres undefined)	-1	-1.4	-3	-0.2
O=C(CSc1cn(Cc2ccccc2)c2ccccc12)NC1CCCC1	-6	1.7	4	0.0
CCn1c(C(=O)N2CCCC(C(=O)NC3CCCC3)C2)cc2sccc21 (centres undefined)	14	-0.1	10	1.1
O=C(Nc1ccc(-c2noc(CCc3ccccc3)n2)cc1)c1ccncc1	6	1.7	14	-0.2
CSCCC1(C(=O)O)NC(c2ccccc2O)C2C(=O)N(C(C)C)C(=O)C21 (centres undefined)	-10	-0.6	10	-0.1
CCOC(=O)C1(CC2CC2)CCN(C(=O)c2ccnc3ccc(C)cc23)CC1	2	-0.5	-27	-0.1
COC(=O)c1ccc(N2N=C(C)/C(=C/c3ccc(OCc4ccc(Cl)cc4)c(OC)c3)C2=O)cc1	24	2.9	-70	2.0*

Of the compounds above, these contain two or more sulfur atoms.
SMILES	MITF primary	GPR151 activ	TEAD-YAP block	FBW7 act
Cc1ccc(S(=O)(=O)N2CCc3cc(NC(=O)c4cccs4)ccc32)cc1	-17	-0.7	-16	0.1
CC12CCC(=O)N1C(C(=O)OCC(=O)NNC(=O)c1cccs1)CS2 (centres undefined)	6	0.5	-9	-0.1

Single entries from the entries so far:
Value of `CCOc1ccc(N/C=C2/CCCCC2=O)cc1` under TEAD-YAP block: -44
Value of `CCN(C(=O)Cn1nc(C(=O)O)c2ccccc2c1=O)c1cccc2ccccc12` under TEAD-YAP block: -2

(cont.)
SMILES	MITF primary	GPR151 activ	TEAD-YAP block	FBW7 act
Cc1cc([N+](=O)[O-])ccc1S(=O)(=O)n1nnc2ccccc21	6	-1.3	9	-0.1
CCOC(=O)c1cnc2c(OC)cccc2c1NCc1ccccc1	0	-0.7	4	-0.1
Cc1ccc(/C=C2\N=C(c3ccc(-c4ccccc4)cc3)OC2=O)o1	5	1.2	-4	-0.1
O=C(Nc1ccc2ccccc2c1)c1ccc(NC(=O)c2ccccc2Br)cc1	2	0.6	1	0.1
CN1CCN(Cc2ccc3c(c2)Cc2ccccc2-3)CC1	-19	-0.6	-11	-0.1
O=C(O)C1CCCCC1C(=O)Nc1nc2ccc(Br)cc2s1 (centres undefined)	-7	0.1	-23	0.0
O=S(=O)(NCc1cccc(Oc2ccc(F)cc2)c1)c1cccnc1	0	0.2	-12	-0.1
O=C(COc1ccc(Br)cc1)NNC(=O)COc1ccc2ccccc2c1	-2	1.1	3	0.4
CC(NC(=O)C(CC(=O)OC(C)(C)C)NC(=O)OC(C)(C)C)C(N)=O (centres undefined)	13	-0.1	5	0.2
CCCCCCCCCCCCCCCC(=O)N[C@H](C)CO	5	1.6	x	x
O=C1c2ccccc2-c2n[nH]c3cccc1c23	11&3&-4&2	-0.8&0.6&0.4&1.1	-5&2&-1	0.1&0.4&0.0&-0.1
O=C1/C(=C/c2ccc(N3CCOCC3)cc2)NC(=S)N1C1CCCCC1	-7	2.5	0	0.1
O=C(Nc1nncs1)c1ccc(NC(=O)C2(c3ccccc3)CCCC2)cc1	-1	2.1	7	0.0
COc1cc(NC2c3ccccc3C(=O)N2c2cccnc2)cc(OC)c1OC (centres undefined)	13	0.4	5	0.1
O=C1c2ccc(Oc3ccc([N+](=O)[O-])cc3)cc2C(=O)N1c1ccccc1-c1ccccc1	14	1.8	5	0.0

Complete entries from above. Values in the order: MITF primary | GPR151 activ | TEAD-YAP block | FBW7 act
CC(NC(=O)C(CC(=O)OC(C)(C)C)NC(=O)OC(C)(C)C)C(N)=O (centres undefined) is listed as 13 | -0.1 | 5 | 0.2
CCOC(=O)c1cnc2c(OC)cccc2c1NCc1ccccc1 is listed as 0 | -0.7 | 4 | -0.1
O=C(Nc1nncs1)c1ccc(NC(=O)C2(c3ccccc3)CCCC2)cc1 is listed as -1 | 2.1 | 7 | 0.0

Next compounds.
SMILES	MITF primary	GPR151 activ	TEAD-YAP block	FBW7 act
Cc1ccc(-n2c(-c3cccc([N+](=O)[O-])c3)nc(=S)c3c2CCCC3)cc1	4	-1.9	11	0.6
CCC(c1nnnn1CC1CCCO1)N1CCN(C(=O)c2ccco2)CC1 (centres undefined)	23	-0.6	-4	0.1
CC1(C)CC(=O)C(C2=NC3(CCCCC3)Cc3ccccc32)=C(O)C1	1	-1.4	2	0.1
COc1cccc(/C=C2\N=C(c3cc([N+](=O)[O-])ccc3Cl)OC2=O)c1OC	10	-0.9	12	0.1
CCOC(=O)c1cnn(-c2ccccc2Cl)c1CNCCCO	3	2.6	3	0.1
Cc1cc(NS(=O)(=O)c2ccc(NC(=O)c3oc4ccccc4c3C)cc2)no1	21	-0.9	3	1.0
COC(CNC(=O)C1CC(=O)N(CCc2ccc(C)cc2)C1)OC (centres undefined)	7	-1.0	3	0.0
COc1ccc2cc(C(=O)NC(C)=O)c(=Nc3cccc(F)c3)oc2c1	1	0.5	-13	0.3
Cc1nn(C)c(C)c1NC(=O)Cn1nc(C)c2cccn2c1=O	-3	3.4	-3	-0.2
COc1ccc(-c2c(C)c3cc(OC(=O)N4CCOCC4)ccc3oc2=O)cc1OC	-3	0.3	19	0.0
NCCCC[C@@H]1NC(=O)[C@@H]2C[C@H](NC(=O)c3ccc(F)c(C(F)(F)F)c3)CN2C1=O	4	1.2	-5	0.1
CC(=O)Oc1ccc(C)cc1C(O)(C(F)(F)F)C(F)(F)F	16	-0.7	12	0.7
Cc1nc2nc(CNC(=O)OC(C)(C)C)nn2c(C)c1CCC(=O)Nc1cccc(F)c1	-1	0.8	-7	-0.1
COc1cc(C(=O)NC(=S)N2CCN(C)CC2)cc(OC)c1OC	-18	1.2	-2	0.5
COc1ccc(-c2csc3nc(-c4ccc(C)cc4)oc(=O)c23)cc1	0	-0.1	4	0.0
CCOc1ccc(C(=O)Nc2ccc(Br)cc2F)cc1[N+](=O)[O-]	11	0.8	-7	0.0
CN1CCC/C1=C/C=C1\SC(=S)NC1=O	5	-0.4	-50	-0.2
CC(C)Nc1cc(N2CCN(C(=O)c3ccccc3F)CC2)ccc1[N+](=O)[O-]	-2	1.3	0	-0.2
COc1ccc(NC(=O)c2c(NCc3ccc(OC)c(OC)c3OC)sc3c2CCC3)c(OC)c1	20	-0.3	1	0.3
CCOC(=O)C1CCCN(Cc2coc3ccc(Cl)cc3c2=O)C1 (centres undefined)	24	0.4	-3	0.0
N#Cc1c(-c2ccc(F)cc2)cc(-c2ccccc2)nc1SCCN1CCCCC1	6	-0.9	3	0.0
Cc1ccsc1-c1nc(CSCC(=O)O)c(C)o1	11	0.6	-8	0.0
CCc1ccc(NC(=O)CSc2nc(=O)n(Cc3ccncc3)c3c2CCCC3)cc1	-4	-0.5	13	-0.1
CN1C(=O)S/C(=C\C=C\c2ccccc2)C1=O	7	-1.3	-75	0.0
COc1cccc(-c2ccc(SCC(=O)N3CCCC3)nn2)c1	9	-7.6	1	0.7
Cc1cc(NC(=O)CSc2nnc(Cc3cccn3C)n2-c2ccc(F)cc2)no1	-1	0.1	-5	-0.2
CN1CCN(C(=O)c2ccc(-c3ccc(C(=O)NCCc4ccc(O)cc4)s3)cc2)CC1	0	2.5	-1	0.0
O/N=C1/c2ccccc2/C(=N/O)C1c1ccccc1	0	0.9	-17	0.3
O=C1CSC(=S)N1c1ccc(Cl)cc1	14	-0.4	5	0.0
CCC(C)NC(=O)CN(c1ccc(Cl)c(Cl)c1)S(C)(=O)=O (centres undefined)	-3	-0.2	4	0.3
COc1cc(NC(=O)c2cc3cc4c5c(c3oc2=N)CCCN5CCC4)cc(OC)c1	i	1.6	6	-0.1
CN(Cc1ccc(Cl)nc1)NC(=Nc1ccc([N+](=O)[O-])cc1)C(Cl)=C(Cl)Cl	-12	0.1	13	0.0
C=CCN1CCNC(C(=O)NCc2ccccc2)C1 (centres undefined)	0	-0.7	12	-0.1
O=C1NC(=O)C(=Cc2ccc(OCc3ccccc3)c(OCc3ccccc3)c2)C(=O)N1	13	-0.3	0	-0.1
O=C(Nc1nc(-c2ccccc2)cs1)c1cccs1	5	3.5	-64	0.0
CN(C)CCNC(=O)C(=O)NCC1OCCN1S(=O)(=O)c1ccc([N+](=O)[O-])cc1 (centres undefined)	-10	3.8	4	0.0
CCn1cc(CCC(=O)NC2CCCC2)c2ccccc21	-2	0.5	-5	-0.1
Oc1ccc(Br)cc1C1CC(c2ccc(Br)cc2)=NC(c2ccccc2F)N1 (centres undefined)	4	1.4	8	0.2
COc1ccc2oc(=O)c(C(=O)N3CCN(S(=O)(=O)c4ccc(C)cc4)CC3)cc2c1	-1	-0.4	-3	0.0
O=C(CC1=NS(=O)(=O)c2ccccc2N1)Nn1c(=S)[nH]c2ncccc2c1=O	4	0.9	3	0.3
Cc1ncc(CO)c2cc(C(=O)Nc3cccc(F)c3)c(=N)oc12	7	-1.4	16	-0.1
CCC(C)(C)n1nnnc1C(c1ccncc1)N1CCC(C)CC1 (centres undefined)	-3	0.6	-8	-0.4

Screening data deposited in PubChem by The Scripps Research Institute Molecular Screening Center.
